PMI act: activators of human PMI, primary screen, biochemical, fluorescence intensity, near-Km mannose 6-phosphate | Mannose-6-phosphate isomerase (Homo sapiens), P34949 | AID 1214, 2008 | purified human PMI, coupled resazurin fluorescence, 20 min; active compounds read high; 1 = vehicle control, 0 substrate-free wells | activation factor at 20 µM | 0.005% of 190,000 active;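 active means activation factor of 2 or more at 20 µM, relative to plate controls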
Target sequence (P34949 whole entry, looked up): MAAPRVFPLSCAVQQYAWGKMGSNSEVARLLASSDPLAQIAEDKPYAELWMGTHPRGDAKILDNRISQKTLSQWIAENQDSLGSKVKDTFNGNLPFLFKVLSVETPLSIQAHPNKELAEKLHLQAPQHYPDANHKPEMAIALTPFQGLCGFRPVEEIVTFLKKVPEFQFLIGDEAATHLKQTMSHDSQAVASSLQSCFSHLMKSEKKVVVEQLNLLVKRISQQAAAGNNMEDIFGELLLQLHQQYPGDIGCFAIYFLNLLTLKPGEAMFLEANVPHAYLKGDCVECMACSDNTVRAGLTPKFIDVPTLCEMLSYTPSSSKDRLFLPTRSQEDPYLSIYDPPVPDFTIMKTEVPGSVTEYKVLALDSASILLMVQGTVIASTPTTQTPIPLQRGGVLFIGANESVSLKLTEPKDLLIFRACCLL
Diaph inh CS: diaphorase inhibitors and chemical oxidizers, primary screen, counter-screen for diaphorase-coupled primary assays, biochemical, uHTS, resorufin fluorescence. 0.69% of 190,000 active. inhibition, % at 20 µM. diaphorase resazurin-to-resorufin fluorescence, NADH, 16 min; bacterial (C. kluyveri) enzyme, not human;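 active means primary screen inhibition at 20 µM above a set limit, cut at about 50% in these data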;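 further: plate controls were DMSO with full reaction for no effect and wells lacking NADH for full effect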
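Detection: fluorescence of resorufin formed from resazurin, Ex 544/Em 590 nm; test system: Clostridium kluyveri diaphorase enzyme; amount: 0.14 U/mL diaphorase, enzyme working solution; times: 16-min room-temperature incubation before reading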
Diaphorase act: compounds boosting diaphorase resazurin reduction – biochemical, uHTS, resorufin fluorescence, counter-screen for diaphorase-coupled primary assays, primary screen; activation factor at 20 µM; Diaphorase/resazurin coupled assay, 16 min; active compounds read high; 1 = vehicle wells, 0 = NADH-free wells; AID 1229, 2008; 0.005% of 190,000 active;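 active means diaphorase activity raised at least twofold by the compound at 20 µM; inactive means activation factor below 2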
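Assay system: bacterial diaphorase enzyme (C. kluyveri) / Input: enzyme 0.07 U/mL final / Medium: 50 mM HEPES pH 7.4 with 4.542 mM MgCl2, 0.005% Tween 20 / Doses: single compound dose of 20 µM, 1% DMSO final / Incubation: 16 min enzyme reaction, ambient temperature / Signal: fluorescence, excitation 544 nm and emission 590 nm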
HMGR II inh: inhibitors of E. faecalis class II HMGR, primary screen, biochemical, Enterococcus faecalis. HMG-CoA reductase (Enterococcus faecalis, mvaE). purified E. faecalis HMGR, NADPH absorbance 340 nm kinetic. inhibition, % at 10 µM. 0.41% of 190,000 active;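 active means inhibition above a set limit, the median over all tested compounds plus 3 SD, cut at about 9.5% in these data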;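 further: enzyme runs in reverse so mevalonate oxidation gives rising NADPH absorbance; 0% = complete reaction with DMSO and 100% = background rate lacking mevalonate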
TNAP inh hiacc: human TNAP enzyme inhibitors, primary screen, biochemical, luminescent, high phosphate acceptor level, uHTS; Alkaline phosphatase, tissue-nonspecific isozyme (Homo sapiens), P05186; purified TNAP, CDP-star luminescence, 1 M DEA; inhibition, % at 20 µM; 0.03% of 200,000 active; AID 1135, 2008;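 active means over 50% inhibition of tissue-nonspecific alkaline phosphatase at 20 µM in the single-dose screen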;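 further: plate controls were DMSO wells for no effect and EDTA-quenched wells as full inhibition for full effect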
PMI act satM6P: human PMI activators, high substrate, primary screen, biochemical, fluorescence intensity, near-saturating mannose 6-phosphate | coupled PMI enzyme assay, resazurin fluorescence, 20 min; active compounds read high; 1 = untreated enzyme, 0 = substrate-free blank | AID 1216, 2008 | Mannose-6-phosphate isomerase (Homo sapiens), P34949 | activation factor at 20 µM | 0.34% of 190,000 active;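 active means activation factor of 2 or more at 20 µM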
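Material: human phosphomannose isomerase with PGI, G6PDH, diaphorase coupling enzymes. Quantity: 15 ng/mL PMI. Medium: HEPES pH 7.4 buffer with MgCl2 and Tween-20. Reagent: Near-saturating mannose-6-phosphate, 1.0 mM. Compound: 20 µM single dose. Times: enzyme reaction with compound 20 min at room temperature. Detection: resorufin fluorescence at Ex 544/Em 590 nm.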
G6PDH CS: L. mesenteroides G6PDH inhibitors, counter-screen for G6PDH-coupled screening assays, biochemical, Leuconostoc mesenteroides enzyme; Purified L. mesenteroides G6PDH, diaphorase/resazurin coupled fluorescence, 45 min; 0.12% of 200,000 active; inhibition, % at 5 µM; glucose-6-phosphate dehydrogenase [Leuconostoc mesenteroides]; in the data active means inhibition above about 50%
TNAP act hiacc: TNAP activators at high phosphate acceptor level, primary screen, biochemical, luminescence, uHTS; Alkaline phosphatase, tissue-nonspecific isozyme (Homo sapiens), P05186; purified TNAP, CDP-star luminescence, 1 M DEA, 30 min; active compounds read high; 0 = EDTA background, 1 = DMSO-only activity; activation factor at 20 µM; 200,000 tested, under 10 active; AID 1136, 2008;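 active means activation factor at least 2 at 20 µM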
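Dosing: 20 µM single point. System: human TNAP. Amount: TNAP 1/800 final. Incubation: 30 min, room temperature. Read-out: TNAP activation factor scaled between EDTA and DMSO control wells. Signal: luminescence from CDP-star hydrolysis. Medium: 1 M DEA, pH 9.8, Mg2+, Zn2+. Control set: EDTA negative control, DMSO positive control.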
TNAP inh no acc: human TNAP enzyme inhibitors, primary screen, biochemical, luminescent, no phosphate acceptor, uHTS | Alkaline phosphatase, tissue-nonspecific isozyme (Homo sapiens), P05186 | purified TNAP, CDP-star luminescence, 30 min | inhibition, % at 20 µM | 0.26% of 200,000 active | AID 1012, 2008;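 active means tissue-nonspecific alkaline phosphatase inhibition above about 50% at 20 µM in the single-dose screen, limit read from the data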;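 further: 0% = DMSO negative control and 100% = EDTA positive control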
FLuc stim CS: FLuc activators, initial screening, artefact control for FLuc-dependent activation tests, biochemical, ATPlite luminescence; Luciferin 4-monooxygenase (Photinus pyralis), P08659; ATPlite luciferase biochemical, 10 min; 0 = ATP-free wells, 1 = DMSO control; activation factor at 10 µM; 200,000 tested, under 10 active; AID 1027, 2008;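 active means luciferase activation factor, scaled between plate controls, of at least 2 with compound at 10 µM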
Target sequence (P08659 whole entry, looked up): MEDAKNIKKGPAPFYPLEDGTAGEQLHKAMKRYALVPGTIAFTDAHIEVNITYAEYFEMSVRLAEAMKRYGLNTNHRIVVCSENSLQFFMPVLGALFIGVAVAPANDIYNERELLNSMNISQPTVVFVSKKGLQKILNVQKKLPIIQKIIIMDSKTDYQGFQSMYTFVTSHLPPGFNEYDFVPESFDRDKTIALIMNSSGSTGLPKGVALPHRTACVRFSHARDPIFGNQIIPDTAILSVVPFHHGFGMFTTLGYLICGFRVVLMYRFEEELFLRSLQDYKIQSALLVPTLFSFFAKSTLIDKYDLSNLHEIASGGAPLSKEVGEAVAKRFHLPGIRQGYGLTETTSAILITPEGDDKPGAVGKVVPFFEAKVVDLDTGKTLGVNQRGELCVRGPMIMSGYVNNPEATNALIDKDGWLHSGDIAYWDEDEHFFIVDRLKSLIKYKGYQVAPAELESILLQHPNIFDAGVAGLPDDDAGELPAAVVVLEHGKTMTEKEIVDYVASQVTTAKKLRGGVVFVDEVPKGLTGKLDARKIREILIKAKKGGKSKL
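Material: Luciferase/luciferin reagent mix | Doses: Test compounds dosed from 2 mM stocks in 100% DMSO | Timing: 10 min incubation after luciferase reagent addition, room temperature | Measured by: Luminescence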
The depositor's hits bear a star. Rows are unselected; overall some 1.7% were active at least once.

Each structure is followed by: PMI act | Diaph inh CS | Diaphorase act | HMGR II inh | TNAP inh hiacc | PMI act satM6P | G6PDH CS | TNAP act hiacc | TNAP inh no acc | FLuc stim CS
- N#Cc1ccccc1OCC(O)CS(=O)(=O)c1ccccc1 (stereo unspecified)
    1 | -5.9 | 1.1 | -3.8 | -1.2 | 1 | 18.1 | 1 | -4.2 | 1
- Cc1cc([N+](=O)[O-])nn1CC(=O)Nc1ccc(F)cc1
    0.9 | 15.9 | 0.8 | 11.4* | -5.1 | 0.9 | 3.1 | 1.1 | -14.1 | 1
- CCC1=C/C(=C\c2ccc3c(c2)OCO3)C(=O)S1
    0.9 | 24.3 | 0.8 | -0.1 | 2.2 | 0.8 | -0.6 | 1 | -8.6 | 0.7
- COc1ccc(F)cc1S(=O)(=O)Nc1ccc2c(c1)OCO2
    0.9 | 16.0 | 0.8 | 0.3 | -4.2 | 0.9 | 2.5 | 1 | -13.6 | 1.1
- Cc1ccc(C)c(NC(=O)COC(=O)CCCN=C2NS(=O)(=O)c3ccccc32)c1
    1.1 | 3.7 | 1 | -4.4 | -1.8 | 1.1 | 4.7 | 1 | -16.4 | 1
- O=C(CCn1c(=O)oc2ccccc21)n1c(=O)oc2ccccc21
    0.9 | 15.1 | 0.8 | 4.5 | 0.6 | 0.6 | 5.3 | 1 | -9.5 | 1
- CCCN(CCC)c1nc(Cl)nc(NCCN2CCOCC2)n1
    0.9 | 10.1 | 0.9 | 1.0 | -4.7 | 0.9 | 11.4 | 1 | -12.1 | 1
- CCCCCn1c(=O)c(Cc2ccccc2)c(O)c2ccccc21
    1 | 18.0 | 0.8 | -5.4 | 2.5 | 1 | 4.3 | 1 | -4.7 | 1.1
- Cc1n[nH]c(=S)n1-c1cccc(Cl)c1
    0.9 | 10.5 | 0.9 | -2.5 | 0.5 | 0.9 | 6.9 | 1 | 5.7 | 1
- Cc1ccnc(-n2sc3ccccc3c2=O)n1
    0 | 57.0* | 0.4 | 2.2 | -5.8 | 0.1 | 5.1 | 1.1 | -12.0 | 0.8
- CC(=O)OC1CC(n2ccc(NC(=O)c3ccccc3)nc2=O)OC1CO (stereo unspecified)
    1 | 5.4 | 0.9 | -5.4 | -4.4 | 1.1 | 9.6 | 1 | -18.6 | 1
- N#Cc1cc2c(nc1SCc1ccccc1)CCCCC2
    0.9 | 7.1 | 0.9 | -6.1 | 3.5 | 0.9 | -4.3 | 1 | 0.0 | 1
- FC(F)(F)c1cc(-c2ccccc2)nc(NCc2cccs2)n1
    0.9 | 28.1 | 0.7 | -0.2 | -5.4 | 0.9 | -7.3 | 1.1 | -9.7 | 1.1
- O=C(CSc1nnc(-c2cccs2)n1-c1ccccc1)NCc1ccco1
    0.9 | 15.7 | 0.8 | -1.9 | -5.9 | 0.9 | -7.7 | 1.1 | -11.2 | 1.1
- O=C(COC(=O)c1cncc(Br)c1)NCc1ccccc1
    1.3 | -2.9 | 1 | -2.1 | -4.9 | 1.2 | 8.4 | 1 | -10.5 | 1.1

The last 2 compounds of the section above open the next one:
Each structure is followed by: PMI act | Diaph inh CS | Diaphorase act | HMGR II inh | TNAP inh hiacc | PMI act satM6P | G6PDH CS | TNAP act hiacc | TNAP inh no acc | FLuc stim CS
- O=C(CSc1nnc(-c2cccs2)n1-c1ccccc1)NCc1ccco1
    0.9 | 15.7 | 0.8 | -1.9 | -5.9 | 0.9 | -7.7 | 1.1 | -11.2 | 1.1
- O=C(COC(=O)c1cncc(Br)c1)NCc1ccccc1
    1.3 | -2.9 | 1 | -2.1 | -4.9 | 1.2 | 8.4 | 1 | -10.5 | 1.1
- COc1ccc(Oc2nc(-c3ccccn3)ncc2OC)cc1
    1 | 4.1 | 1 | -4.9 | -6.3 | 0.9 | 24.9 | 1.1 | -12.0 | 1
- COc1ccc(OC)c(NC(=O)Cn2c(-c3ccc(Cl)cc3)noc2=O)c1
    1 | -3.3 | 1 | -7.4 | -5.3 | 1 | 0.1 | 1.1 | -9.2 | 1.1
- COc1ccc(C(=O)Nc2c3c(nn2-c2cccc(Cl)c2)CS(=O)C3)cc1 (stereo unspecified)
    1 | 7.1 | 0.9 | -1.9 | -1.8 | 1 | 4.5 | 1 | -7.0 | 1.1
- Cc1cccc(NC(=O)C2CCN(c3nccc(C)n3)CC2)c1
    1 | 6.6 | 0.9 | -2.5 | -8.9 | 1 | 1.7 | 1.1 | -8.5 | 1.1
- Nc1nnnn1/N=C/c1cc(Cl)cc(Cl)c1OCc1ccc(Cl)cc1Cl
    1.1 | -9.8 | 1.1 | -2.6 | -7.3 | 1.2 | 4.8 | 1.1 | -6.1 | 1
- Cc1nc(CCNC(=O)COc2ccccc2)cs1
    1 | 6.8 | 0.9 | -6.7 | -1.6 | 1 | -8.8 | 1 | -10.9 | 1
- CN1CCN(CC(=O)n2c3c(c4ccccc42)CCCC3)CC1
    0.8 | 27.5 | 0.7 | -1.0 | -6.1 | 0.5 | 28.7 | 1.1 | 7.5 | 1.1
- CSc1ccccc1NC(=O)Cn1nc([N+](=O)[O-])cc1C
    1 | 12.2 | 0.9 | 0.3 | -3.8 | 1 | 9.3 | 1 | 1.2 | 1.1
- Cc1cc(NC(=O)c2ccc(Cl)cc2)n(CCOC(=O)c2ccc(Cl)cc2)n1
    0.8 | 33.3 | 0.7 | -5.2 | 0.3 | 0.9 | -26.3 | 1 | 2.3 | 1
- O=C(NCCCn1ccnc1)c1cccnc1
    1 | 14.1 | 0.9 | -1.7 | -2.5 | 0.9 | 5.1 | 1 | -9.0 | 1
- CCOC(=O)C1(C)/C(=N/Nc2cccc(Cl)c2)C(=O)C(=O)N1c1ccccc1 (stereo unspecified)
    1.4 | 18.7 | 0.8 | 0.6 | 14.7 | 2.3* | 8.5 | 0.9 | 16.1 | 1
- CCN1CCN(c2ncc(C(=O)N3CCCc4ccccc43)c3ccccc23)CC1
    0.8 | 20.1 | 0.8 | -0.8 | 0.5 | 0.8 | 22.2 | 1 | -4.7 | 1.1
- COc1ccc(/C=C\c2cc(OC)c(OC)cc2CC[N+](C)(C)C)cc1OC
    0.8 | 7.3 | 0.9 | 2.6 | -6.1 | 0.8 | 14.6 | 1.1 | -9.1 | 1
- CCCCSc1cc(=O)n(-c2ccccc2)nc1C(=O)OCC
    1.1 | -13.3 | 1.1 | -2.3 | -7.8 | 1.1 | 8.7 | 1.1 | 10.0 | 1.1
- CN(C(=O)COC(=O)COc1ccccc1F)C1CCS(=O)(=O)C1 (stereo unspecified)
    0.9 | 26.9 | 0.7 | 1.1 | -4.7 | 0.9 | 4.9 | 1 | -14.2 | 1.1
- CC(=O)Nc1ccc(NC(=O)C(C)OC(=O)CNS(=O)(=O)c2cccc(Cl)c2)cc1 (stereo unspecified)
    0.9 | 15.7 | 0.8 | 0.7 | -7.3 | 0.9 | 0.0 | 1.1 | -14.8 | 1
- CCOc1ncccc1C(=O)NCc1ccccc1F
    0.9 | 8.4 | 0.9 | -3.7 | -4.4 | 1 | 7.0 | 1 | -6.0 | 1.1
- CC(C)Oc1ccc(/C(O)=C2/C(=O)C(=O)N(CCN3CCOCC3)C2c2ccccc2)cc1 (stereo unspecified)
    1.1 | 12.4 | 0.9 | -7.5 | 0.9 | 1.4 | 6.9 | 1 | -7.6 | 1
- CCn1c(-c2ccc(N(C)C)cc2)nc2ccccc21
    0.9 | 8.3 | 0.9 | -4.7 | -4.1 | 1 | -0.4 | 1 | -16.0 | 0.2
- S=c1nn[nH]n1C12CC3CC(CC(C3)C1)C2
    1.1 | 18.6 | 0.8 | 3.5 | -5.2 | 1.2 | 8.1 | 1.1 | 7.2 | 1.1
- CC1=CC(C)(C)N(C(=O)CSc2nccn2C)c2cc(C)ccc21
    1.1 | 6.7 | 0.9 | -4.6 | -2.1 | 1 | -0.1 | 1 | -9.2 | 1.1
- C[C@H](NC(=O)NCCc1ccccc1)C(=O)O
    1.1 | -3.5 | 1 | -1.3 | -4.6 | 1.1 | 4.3 | 1 | -13.4 | 1
- Cc1cc(C)nc(NC(=O)/C=C/c2ccc(Cl)cc2Cl)c1
    0.9 | 6.8 | 0.9 | 1.0 | 0.1 | 0.9 | -1.0 | 1 | -4.2 | 0.9
- COc1ccc(C(C(=O)NCc2ccccc2)N(Cc2ccc3c(c2)OCO3)C(=O)c2cnccn2)cc1 (stereo unspecified)
    0.9 | 16.8 | 0.8 | 0.4 | -3.9 | 1 | -0.3 | 1 | -7.8 | 1.1
- CC(C)(C)C(=O)Nc1ccc(C(=O)Nc2cccnc2)cc1
    1.1 | 7.1 | 0.9 | -8.4 | -4.8 | 1.1 | 4.3 | 1 | -1.4 | 0.8
- O=[N+]([O-])c1ccccc1-c1cc(-c2ccccc2O)n[nH]1
    0.7 | 24.7 | 0.8 | 2.5 | -3.8 | 0.7 | 21.0 | 1 | -105.8 | 0.9
- COc1cccc(NC(=S)/C(=C(\[O-])c2cc(C)n(-c3ccccc3F)c2C)[n+]2ccc(N(C)C)cc2)c1
    0.9 | 9.8 | 0.9 | 2.1 | 0.5 | 0.9 | 0.9 | 1 | -5.3 | 1.1
- CC(C)OC(=O)COc1ccc(-c2ccccc2)cc1
    1 | 2.6 | 1 | -0.7 | -1.0 | 1 | 4.6 | 1 | -13.7 | 0.9

Screening data (PubChem)
